Screening results from PubChem BioAssay.
SENP8 block: SENP8 protease inhibition. Q96LD8. purified SENP8, Z-RLRGG-aminoluciferin cleavage, luminescence. inhibition, % at 10 µM. actives 1.2% (n = 330,000)
Target sequence (Q96LD8 whole entry, looked up): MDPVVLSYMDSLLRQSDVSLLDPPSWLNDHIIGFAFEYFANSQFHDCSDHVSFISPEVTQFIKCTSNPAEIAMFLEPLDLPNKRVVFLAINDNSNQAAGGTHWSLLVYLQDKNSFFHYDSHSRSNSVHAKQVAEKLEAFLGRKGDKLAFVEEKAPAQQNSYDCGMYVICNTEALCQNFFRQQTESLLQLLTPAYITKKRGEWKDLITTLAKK
Jurkat NFkB inh: lowers PMA/ionomycin-induced NF-kB signal in Jurkat cells. PMA/ionomycin-induced NF-kB luciferase reporter, luminescence. inhibition, % at 4 µM. actives 0.53% (n = 330,000). AID 435003
697 NFkB inh: inhibitors of the PMA/ionomycin-induced NF-kB reporter in 697 B cells; 697 B-cell NF-kB luciferase reporter, 16 h; AID 435022; inhibition, % at 4 µM; actives 0.33% (n = 330,000); in the data active = inhibition above about 35%
Gli-Sufu block: Gli-Sufu pathway antagonism; Sufu-KO-LIGHT fibroblasts, Gli luciferase reporter luminescence; inhibition, % at 5 µM; actives 0.74% (n = 340,000); AID 588413;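 active = inhibition above about 55%, limit read from the data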;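 also: 0% = DMSO-treated cells and 100% = wells with medium but no cells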
Apaf1 inhib: blocks human Apaf-1 apoptosome activity; inhibition, % at 20 µM; actives 0.71% (n = 330,000); reconstituted apoptosome caspase-3 activity, DEVD-Rh110 fluorescence; active = inhibition of at least 40% at 20 µM;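 also: plate controls were DMSO wells for no effect and DEVD-CHO caspase inhibitor wells for full effect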
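detection = Rh110 fluorescence intensity | test system = biochemical Apaf-1 apoptosome reconstitution | also added = cytochrome c and DEVD-Rh110 substrate | schedule = 30 min plus 50 min, RT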
CCR6 antag: antagonists of human CCR6 receptor; CHO-K1 CCR6 PathHunter beta-arrestin, luminescence, CCL20-stimulated; inhibition, % at 20 µM; actives 0.49% (n = 340,000);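 active = compounds whose inhibition of the agonist-driven luminescence signal at 20 µM reaches about 50%, limit read from the data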;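 also: cells stimulated with CCL20 at 14 nM final; plate controls were DMSO with CCL20 for no effect and DMSO without agonist for full effect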
Target sequence (P51684 whole entry, looked up): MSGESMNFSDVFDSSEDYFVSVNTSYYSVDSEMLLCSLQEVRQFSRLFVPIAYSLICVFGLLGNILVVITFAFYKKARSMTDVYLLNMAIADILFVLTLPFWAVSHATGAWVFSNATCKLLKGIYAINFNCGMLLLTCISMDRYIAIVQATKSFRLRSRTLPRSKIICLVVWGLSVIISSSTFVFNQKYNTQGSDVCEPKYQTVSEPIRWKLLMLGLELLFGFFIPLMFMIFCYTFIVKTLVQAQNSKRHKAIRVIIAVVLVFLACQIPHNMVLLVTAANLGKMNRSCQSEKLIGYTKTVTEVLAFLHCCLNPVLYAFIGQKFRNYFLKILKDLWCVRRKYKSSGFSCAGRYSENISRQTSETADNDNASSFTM
EBI2 block: EBI2 (human) antagonism | P32249 | EBI2 beta-arrestin recruitment, luminescence, 7a,25-OHC stimulated | inhibition, % at 5 µM | actives 0.81% (n = 360,000) | AID 651636; in the data active = inhibition above about 38%;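 also: enzyme fragment complementation signal reports receptor beta-arrestin coupling in cells; 0% = agonist plus DMSO wells and 100% = wells without agonist; some results beyond the cut were filed as inactive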
Target sequence (P32249 whole entry, looked up, the tested form may be a part): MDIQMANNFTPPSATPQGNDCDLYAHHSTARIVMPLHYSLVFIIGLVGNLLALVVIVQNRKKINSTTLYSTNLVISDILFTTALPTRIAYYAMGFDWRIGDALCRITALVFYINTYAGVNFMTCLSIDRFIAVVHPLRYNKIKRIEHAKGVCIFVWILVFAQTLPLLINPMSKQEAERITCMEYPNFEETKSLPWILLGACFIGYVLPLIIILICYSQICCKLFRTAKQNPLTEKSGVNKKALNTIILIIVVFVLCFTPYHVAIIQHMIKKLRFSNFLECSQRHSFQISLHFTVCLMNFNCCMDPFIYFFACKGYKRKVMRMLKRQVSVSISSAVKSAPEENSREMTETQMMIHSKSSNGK
UBC13 polyUb: human UBC13 polyubiquitination inhibition; actives 0.47% (n = 330,000); P61088; inhibition, % at 20 µM; UBC13 polyubiquitin chain formation, TR-FRET; in the data active = inhibition above about 45%, passing the limit was not always enough; inconclusive = no clear call, values can overlap the other calls
* hit, by the source's call; ? = inconclusive; . = no result given. Rule as the data show it, unless noted: active = inhibition above about 50%; inactive = the rest. A portion of the library (hit frequency here may not be typical).

#1 Cc1ccc(-c2nc3ccccn3c2C=O)cc1
#2 Cc1cc(/C=N/NC(=O)c2c(Br)cnn2C)c(C)n1-c1cccc(Br)c1
#3 CCCCCCc1ccc(N2C[C@H](CCCCC)[C@@H](CC(=O)NCc3ccccc3)C2=O)cc1
#4 Cc1cc([N+](=O)[O-])nn1CCC(=O)Nc1nccs1
#5 S=C(NCCc1cccc(Cl)c1)NC1CCCCC1
#6 CC1=CC(=C(C#N)c2nc3ccccc3s2)C=C(C)N1c1ccc(F)cc1

Compound,1,2,3,4,5,6
SENP8 block,28,2,5,3,-1,-6
Jurkat NFkB inh,-67,4,15,6,-67,-39
697 NFkB inh,-71,-20,13,12,-99,-33
Gli-Sufu block,-68,3,8,9,-73,-8
Apaf1 inhib,9,0,23,-5,0,45*
CCR6 antag,2,24,19,13,16,11
EBI2 block,1,9,20,-5,12,4
UBC13 polyUb,11,-3,-3,-5,5,-21

#7 O=C(CNS(=O)(=O)c1ccc(Cl)cc1)N/N=C/c1ccco1
#8 COC(c1ccccc1)c1nnc(CCC(=O)NCc2cccc(-n3cccn3)c2)o1 (centres undefined)
#9 COc1ccc(S(=O)(=O)NNC(=O)C23CC4CC(CC(C4)C2)C3)cc1[N+](=O)[O-]
#10 Cn1nnc(NC(=O)c2ccc3ccccc3c2)n1
#11 Cc1ccsc1-c1n[nH]c(=S)n1CC(C)C
#12 O=C(CCCC(=O)NCc1ccc(F)cc1)NCc1ccc(F)cc1

Compound,7,8,9,10,11,12
SENP8 block,4,0,-9,-5,-4,-7
Jurkat NFkB inh,-4,-15,4,-17,7,-10
697 NFkB inh,-1,-7,10,5,6,-9
Gli-Sufu block,-5,-4,-9,8,-5,-4
Apaf1 inhib,4,5,12,4,7,-3
CCR6 antag,16,-1,7,3,1,6
EBI2 block,-1,-13,-8,-8,-5,0
UBC13 polyUb,2,2,-1,-3,6,-5

Fetched by compound from the entries so far, 5 records:
#8 COC(c1ccccc1)c1nnc(CCC(=O)NCc2cccc(-n3cccn3)c2)o1 (centres undefined)
#7 O=C(CNS(=O)(=O)c1ccc(Cl)cc1)N/N=C/c1ccco1
#10 Cn1nnc(NC(=O)c2ccc3ccccc3c2)n1
#11 Cc1ccsc1-c1n[nH]c(=S)n1CC(C)C
#9 COc1ccc(S(=O)(=O)NNC(=O)C23CC4CC(CC(C4)C2)C3)cc1[N+](=O)[O-]

Compound,8,7,10,11,9
SENP8 block,0,4,-5,-4,-9
Jurkat NFkB inh,-15,-4,-17,7,4
697 NFkB inh,-7,-1,5,6,10
Gli-Sufu block,-4,-5,8,-5,-9
Apaf1 inhib,5,4,4,7,12
CCR6 antag,-1,16,3,1,7
EBI2 block,-13,-1,-8,-5,-8
UBC13 polyUb,2,2,-3,6,-1

(listing goes on)
#13 Cc1cc(C)n(C(=O)c2cccc([N+](=O)[O-])c2)n1
#14 O=C(N/N=C/c1cccc(NC(=O)c2ccc(Cl)cc2)c1)c1cccc(O)c1
#15 CCCCCCCNC(=O)C1(CC2CC(c3ccc(Cl)cc3)=NO2)CCN(C(=O)c2cc(OCC)c(OCC)c(OCC)c2)CC1 (centres undefined)
#16 CC(Oc1ccccc1)C(=O)OCC(=O)Nc1sccc1C(N)=O (centres undefined)
#17 Cc1nn(C(C)C(=O)N2CCN(c3ccccn3)CC2)c(=O)c2cc3occc3n12 (centres undefined)
#18 CCC1(c2ccccc2)NC(=O)N(CC(=O)NNC(=O)c2ccoc2C)C1=O (centres undefined)

Compound,13,14,15,16,17,18
SENP8 block,-3,-15,-5,-2,-4,-1
Jurkat NFkB inh,6,-37,46,4,-10,15
697 NFkB inh,16,-53,6,4,17,9
Gli-Sufu block,3,-64,10,-7,-4,0
Apaf1 inhib,4,-1,17,-13,2,-3
CCR6 antag,-2,14,23,2,2,-2
EBI2 block,2,-8,14,-2,3,-1
UBC13 polyUb,5,16,-42,17,2,-6

#19 CC(C)n1nc(C(=O)NCCCN2CCCC2=O)c2ccccc2c1=O
#20 COc1ccccc1-c1oc2ccccc2c1-c1ccc2cc[nH]c2c1
#21 O=C(NCc1ccccc1)c1onc(CSc2ccncc2)c1C(=O)NCc1ccccc1
#22 CCNc1oc(-c2ccc(OC)cc2)nc1S(=O)(=O)c1ccc(Br)cc1
#23 COc1cccc(CN(C)C(=O)/C=C/c2ccc(S(=O)(=O)N3CCCCCC3)cc2)c1
#24 COc1ccc(OC)c(S(=O)(=O)N2CCN(C34CC5CC(CC(C5)C3)C4)CC2)c1

Compound,19,20,21,22,23,24
SENP8 block,14,-8,-15,2,7,1
Jurkat NFkB inh,19,-2,19,10,14,-7
697 NFkB inh,20,-49,-2,5,0,2
Gli-Sufu block,-5,0,13,2,7,1
Apaf1 inhib,-1,0,26,13,26,1
CCR6 antag,-17,1,14,13,26,-12
EBI2 block,-5,10,22,9,6,-4
UBC13 polyUb,6,17,?,31,0,9

#25 O=C(Nc1cccc(Cl)c1)N1CCSc2cc(Cl)ccc21
#26 O=C(CNc1ccc2ccccc2c1)N/N=C/c1ccccn1
#27 COc1cccc(C(=O)OCCN2CCCCC2)c1
#28 CCOc1cc(C(=O)NC(C)CCc2ccccc2)cc(OCC)c1OCC (centres undefined)
#29 CCCCNc1cc(=O)n(C)c(=O)n1C
#30 O=C(CN1CCS(=O)(=O)CC1)NNC(=O)C1CCCCC1

Compound,25,26,27,28,29,30
SENP8 block,2,-3,3,-1,-10,11
Jurkat NFkB inh,7,4,9,8,-6,3
697 NFkB inh,-15,-9,7,-2,13,25
Gli-Sufu block,5,3,2,.,1,22
Apaf1 inhib,24,0,-18,12,-2,-6
CCR6 antag,6,-9,-5,6,-4,3
EBI2 block,-6,14,-9,5,-6,2
UBC13 polyUb,0,-2,2,-4,-5,0

#31 CCC(CC)NC(=O)COc1ccc(OC)cc1C=O
#32 COc1ccc(CC(=O)Nc2cccc(-c3nnc(-c4cccc(C)c4)o3)c2)cc1OC
#33 O=C(CN1CCOCC1)Nc1ncc(Cc2cccc(Cl)c2Cl)s1
#34 CCOCCCNC(=O)c1ccc2c(c1)ncn2-c1cccc(C)c1
#35 C/C(CC(=O)Nc1ccc(F)cc1)=N\NC(=O)Cc1csc(N)n1
#36 COc1ccc(S(=O)(=O)N2CCCCC2)cc1NC(=O)CN(Cc1ccco1)Cc1ccco1

Compound,31,32,33,34,35,36
SENP8 block,-1,-2,-3,8,-12,6
Jurkat NFkB inh,5,51*,5,8,10,-13
697 NFkB inh,5,-83,-2,6,-27,6
Gli-Sufu block,-2,-16,-21,-6,-5,11
Apaf1 inhib,-12,15,-9,-1,-32,7
CCR6 antag,-1,0,9,7,-4,9
EBI2 block,-13,-10,2,-16,-15,-11
UBC13 polyUb,15,7,4,7,-10,-10

With a hit mark in Jurkat NFkB inh, of those listed so far:
nr | SMILES | Jurkat NFkB inh | 697 NFkB inh | CCR6 antag | EBI2 block | UBC13 polyUb
32 | COc1ccc(CC(=O)Nc2cccc(-c3nnc(-c4cccc(C)c4)o3)c2)cc1OC | 51* | -83 | 0 | -10 | 7

Later entries.
#37 CCOC(=O)N1CCN(C(=O)c2ccc3c(c2)NC(=O)/C(=C\c2ccc(OC)c(OC)c2)S3)CC1
#38 COc1ccc(CNC(=O)COC(=O)/C=C/c2ccco2)cc1
#39 COCCNC(=O)c1onc(CSc2ccccc2)c1C(=O)O
#40 O=C(CCCCCn1c(=S)[nH]c2ccc(N3CCOCC3)cc2c1=O)NCc1ccccc1
#41 C/C(=N\N=c1/sc2ccccc2n1C)c1ccc(N2CCOCC2)cc1
#42 CCCNC(=O)Cc1c(C)oc2ccccc12

Compound,37,38,39,40,41,42
SENP8 block,-4,-6,-5,-2,-15,-10
Jurkat NFkB inh,-5,-10,13,2,-26,1
697 NFkB inh,-1,-1,18,-2,-22,-8
Gli-Sufu block,-3,-2,1,2,-6,0
Apaf1 inhib,25,1,-44,-8,17,-10
CCR6 antag,7,-1,2,6,11,2
EBI2 block,1,-10,-10,8,6,-3
UBC13 polyUb,6,-2,-4,30,-3,0

#43 CC(C)c1ccc(CNC(=O)CSCC(=O)Nc2ccc3ccccc3c2)cc1
#44 CCN(CC(O)Cn1c2ccccc2c2ccccc21)S(=O)(=O)c1ccc(C)cc1 (centres undefined)
#45 Cc1csc(NC(=O)c2cc3c(s2)CCC3)n1
#46 CCOC(=O)c1c(S(=O)(=O)NCc2cccs2)c(C)n(C)c1C
#47 COc1ccc(N2CCN(CCNC(=O)CCCn3c(=O)[nH]c4cc(Cl)ccc4c3=O)CC2)cc1
#48 O=C(O)c1ccccc1C(=O)c1cccc2ccccc12

Compound,43,44,45,46,47,48
SENP8 block,1,-8,82*,4,-6,6
Jurkat NFkB inh,5,0,-85,16,-8,-16
697 NFkB inh,0,8,18,14,-20,23
Gli-Sufu block,2,-15,62*,-5,-1,4
Apaf1 inhib,7,24,11,2,4,1
CCR6 antag,7,6,-7,5,11,5
EBI2 block,17,-2,16,-5,-10,-1
UBC13 polyUb,11,12,4,3,-9,-3

#49 CC(OC(=O)c1ccc(OCC2CCCO2)cc1)C(=O)N(C)Cc1ccccc1 (centres undefined)
#50 CN(C)c1ccc(C2N3CC4(C)CN2CC(C)(C3)C4O)cc1 (centres undefined)
#51 CCOC(=O)CSc1nc(C2CC2)cc(-c2ccc(Cl)cc2)c1C#N
#52 Cc1cccc(C)c1NC(=O)CNC(=O)Cc1ccccc1[N+](=O)[O-]
#53 Cc1cccc(-n2c(=O)c3ccccc3n3c(=S)[nH]nc23)c1C
#54 COc1ccc2nc(NC(=O)CSC3=NCCS3)sc2c1

Compound,49,50,51,52,53,54
SENP8 block,-8,-5,3,-4,46,-11
Jurkat NFkB inh,-3,15,-6,8,8,-19
697 NFkB inh,-14,11,4,-5,5,-41
Gli-Sufu block,-7,-1,-2,-9,-2,-2
Apaf1 inhib,-7,2,11,-1,-2,-4
CCR6 antag,7,-2,20,-5,8,16
EBI2 block,-11,-10,-1,-19,-5,2
UBC13 polyUb,-2,-3,3,-9,7,8

#55 O=C(N/N=C/c1cc([N+](=O)[O-])ccc1O)C1CCCCC1
#56 CCCc1c(C)[nH]c2ccc(NC(C)=O)cc2c1=O
#57 Cc1cc(NC(=O)COC(=O)C2CCN(C(=O)c3ccc(Cl)cc3)CC2)no1
#58 Cc1ccccc1NC(=O)C(=O)NCCCN1CCOCC1
#59 Cc1cccc(N2C(=O)CC(N3CCN(c4cccc(C(F)(F)F)c4)CC3)C2=O)c1 (centres undefined)
#60 COCCN(C(=O)c1ccco1)C(C(=O)NC1CCCC1)c1cccs1 (centres undefined)

Compound,55,56,57,58,59,60
SENP8 block,1,-4,-2,6,0,-4
Jurkat NFkB inh,5,-13,7,14,-18,7
697 NFkB inh,-2,9,-1,16,1,-22
Gli-Sufu block,-6,2,2,3,-10,-24
Apaf1 inhib,0,-6,8,-6,11,3
CCR6 antag,40,1,12,7,-15,-1
EBI2 block,76*,6,-2,-10,-3,3
UBC13 polyUb,-14,-5,-3,4,9,-6

#61 O=C1CC[C@@H](C(=O)O)N1
#62 CNC[C@H]1Oc2c(NS(=O)(=O)c3ccc(OC)cc3)cccc2C(=O)N([C@H](C)CO)C[C@@H]1C
#63 COc1cccc(NC(=O)C2CC(=O)N(Cc3ccco3)C2)c1 (centres undefined)
#64 Cc1ccc(CN(c2ccc(C(=O)N3CCCC3)cc2)S(C)(=O)=O)cc1
#65 CCn1cc(C(=O)NCCc2ccc(OC)c(OC)c2)c(=O)c2cc(S(=O)(=O)N3CCOCC3)ccc21
#66 COCCOC1CCN(C(=O)c2cc(COc3ccc(-n4cncn4)cc3)on2)CC1
#67 Cc1cc(C)n2nc(SCC(=O)N(C)Cc3ccccc3)nc2n1
#68 O=C(O)Cc1cccc2ccccc12
#69 O=C(O)c1ccc(N2CCc3ccccc32)c([N+](=O)[O-])c1

Compound,61,62,63,64,65,66,67,68,69
SENP8 block,5,8,-5,1,-5,15,3,10,7
Jurkat NFkB inh,-3,-5,-21,-12,-5,10,-25,3,5
697 NFkB inh,30,0,8,12,13,10,0,14,3
Gli-Sufu block,-13,-16,-8,16,35,24,5,11,-1
Apaf1 inhib,-3,-7,10,16,8,-2,-4,-4,4
CCR6 antag,0,-5,-5,7,15,8,-2,2,32
EBI2 block,-1,-5,5,-8,-15,0,3,6,4
UBC13 polyUb,4,5,0,9,3,2,3,6,-21
